From PubChem BioAssay
GPR119 activation – off-target GPR119 activation – cell-based, PathHunter beta-arrestin, luminescence, set 2, counter-screen for GPR151 activator project, confirmation (AID 1508607). GPR119 PathHunter beta-arrestin cells, luminescence, 90 min; active compounds read high. activation, % at 11.2 µM. 2,300 compounds, 0.9% hits;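 active = mean percent activation across replicates above the counterscreen hit cutoff of 9.17%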;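 note: 0% = median of sample wells and 100% = wells given EA reagent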
GPR151 activators – GPR151 activators, triplicate retest, confirmation, cell-based, PathHunter beta-arrestin, luminescence, set 2 (AID 1508608); 2,300 compounds, 0.9% hits; activation, % at 11.2 µM; GPR151 PathHunter beta-arrestin cells, luminescence, 90 min; active compounds read high; 100% = signal from added EA reagent;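 active = mean activation across replicates above 26.72%, the hit cutoff set for this confirmation screen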;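 note: 0% = plate median of compound wells and 100% = EA reagent high control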
Numbers without * were called inactive. A portion of the library, so the mix of outcomes need not match the whole.

SMILES | GPR119 activation | GPR151 activators
O=C1NC(=O)C2(CCNCC2)C1c1ccccc1 (configuration not stated) | 0.0 | -1.3
